tim23-1 inh: growth inhibitors of tim23-1 mutant yeast, primary screen, luminescence, uHTS | inhibition, % at 20 µM | hit rate 1.3% among 330,000 | S. cerevisiae tim23-1 growth, BacTiter-Glo luminescence, 24 h;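 active = growth inhibition of the mutant yeast at or above 50%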;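 note: temperature-sensitive mutant grown at 25 °C; plate controls were DMSO-treated mutant yeast for no effect and medium wells lacking yeast for full effect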
XBP1 UPR activ: activators of adaptive XBP1 UPR arm, primary screen, cell-based, CHO-XBP1 luciferase reporter, luminescence, uHTS; IRE1-XBP1 UPR activation; percent of tunicamycin response, DMSO as zero; hit rate 0.33% among 330,000; activation, % at 20 µM; AID 463104, 2010;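 active = versus positive control, 20 µM dose yields 30% or more activation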;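 note: 100% = tunicamycin at 10 µg/mL and 0% = DMSO only wells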
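assay system = CHO-XBP1 luciferase reporter cells | amount = 1000 cells/well | buffer or medium = F12 plus 10% FBS | compound dosing = single point, 20 µM final compound, 1% DMSO | incubation = 16-18 h cell attachment at 37 °C, then 6 h compound exposure | detection = Steady-Glo luminescence read | controls = tunicamycin 10 µg/mL and vehicle-only wells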
Jurkat NFkB inh: inhibitors of induced NF-kB luciferase reporter, primary screen, TCR NF-kB activation inhibitor project, cell-based, luminescence, uHTS. Jurkat, PMA/ionomycin-induced NF-kB luciferase reporter. inhibition, % at 4 µM. hit rate 0.53% among 330,000. AID 435003, 2010; in the data active = inhibition above about 50%
UPR CHOP act: activators of apoptotic CHOP UPR arm, primary screen, cell-based, CHO-CHOP luciferase reporter, luminescence, uHTS. activation, % at 10 µM. UPR activation; percent of tunicamycin response over DMSO baseline. hit rate 0.34% among 330,000;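 active = at 10 µM dose, activation of 40% or more, normalized to positive control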;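 note: 100% = tunicamycin at 10 µg/mL and 0% = DMSO alone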
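System: CHO-CHOP luciferase reporter cell line; amount: 500 cells/well; buffer or medium: F12 medium containing 10% fetal bovine serum; incubation: 6 h compound exposure at 37 °C after overnight seeding; measured by: luciferase luminescence after 10 min with Steady-Glo reagent; evaluation: % reporter activation, DMSO baseline versus tunicamycin full activation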
Mdm2-MdmX inh: inhibitors of human Mdm2-MdmX association, primary screen, cell-based, luminescence, split luciferase, SaOS-2, uHTS | Protein Mdm4 (Homo sapiens) + E3 ubiquitin-protein ligase Mdm2 (Homo sapiens), … | SaOS-2 split-luciferase Mdm2/MdmX complementation | inhibition, % at 8 µM | hit rate 3% among 330,000 | AID 485346, 2010;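 active = inhibition of at least 50% at 8 µM in the primary screen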
Target sequence (O15151 whole entry, looked up): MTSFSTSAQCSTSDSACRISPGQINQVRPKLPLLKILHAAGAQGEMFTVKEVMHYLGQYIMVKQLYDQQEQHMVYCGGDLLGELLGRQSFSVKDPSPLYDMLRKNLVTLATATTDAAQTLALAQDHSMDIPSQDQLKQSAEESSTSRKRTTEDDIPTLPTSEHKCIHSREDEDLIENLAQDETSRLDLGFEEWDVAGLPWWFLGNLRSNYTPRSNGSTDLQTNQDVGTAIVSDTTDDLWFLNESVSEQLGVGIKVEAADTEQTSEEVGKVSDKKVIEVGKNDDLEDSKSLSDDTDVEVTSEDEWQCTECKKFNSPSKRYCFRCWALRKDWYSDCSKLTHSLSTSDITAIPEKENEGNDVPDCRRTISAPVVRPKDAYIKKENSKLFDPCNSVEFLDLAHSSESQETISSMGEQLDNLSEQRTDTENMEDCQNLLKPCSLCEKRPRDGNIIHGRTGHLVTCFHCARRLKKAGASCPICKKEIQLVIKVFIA
Target sequence (Q00987 whole entry, looked up): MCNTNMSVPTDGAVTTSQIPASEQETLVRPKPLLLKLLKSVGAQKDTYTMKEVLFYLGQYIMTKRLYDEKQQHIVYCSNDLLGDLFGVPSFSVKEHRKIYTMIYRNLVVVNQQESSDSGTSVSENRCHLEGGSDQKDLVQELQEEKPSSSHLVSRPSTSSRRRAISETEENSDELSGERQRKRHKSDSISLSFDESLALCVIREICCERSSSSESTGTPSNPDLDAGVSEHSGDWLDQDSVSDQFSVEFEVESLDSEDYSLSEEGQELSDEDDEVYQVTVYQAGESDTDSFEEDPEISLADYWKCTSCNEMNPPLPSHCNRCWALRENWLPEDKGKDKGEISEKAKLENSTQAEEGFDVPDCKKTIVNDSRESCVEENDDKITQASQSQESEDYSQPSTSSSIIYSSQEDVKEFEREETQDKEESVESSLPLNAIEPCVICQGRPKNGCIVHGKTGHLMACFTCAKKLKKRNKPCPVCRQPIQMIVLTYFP
TIM10 inh: growth inhibitors of isogenic TIM10 control yeast, primary screen, counter-screen for tim10-1 yeast inhibitor project, luminescence, uHTS | S. cerevisiae TIM10 strain growth, BacTiter-Glo luminescence, 24 h | AID 463195, 2010 | hit rate 1.4% among 330,000 | inhibition, % at 10 µM;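 active = inhibition of 40% or more at the single tested concentration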;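 note: wild-type TIM10 isogenic control strain grown at permissive 25 °C; 0% = DMSO yeast wells and 100% = minimal medium wells without yeast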
tim10-1 inh: growth inhibitors of tim10-1 mutant yeast, primary screen, luminescence, uHTS; S. cerevisiae tim10-1 ts strain growth, BacTiter-Glo, 24 h; inhibition, % at 20 µM; hit rate 2.2% among 330,000; AID 463190, 2010;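 active = inhibition of at least 40%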;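 note: mutant grown at 25 °C; 0% = DMSO wells with yeast and 100% = wells holding no yeast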
697 NFkB inh: inhibitors of PMA/ionomycin-induced NF-kB reporter, 697 cells, primary screen, B-cell NF-kB inhibitor project, cell-based, luminescence, uHTS. 697 B-cell NF-kB luciferase reporter, 16 h. inhibition, % at 4 µM. hit rate 0.33% among 330,000. AID 435022, 2010; in the data active = inhibition above about 35%
An asterisk follows results filed as active.

SMILES	tim23-1 inh	XBP1 UPR activ	Jurkat NFkB inh	UPR CHOP act	Mdm2-MdmX inh	TIM10 inh	tim10-1 inh	697 NFkB inh
CCOc1ccc(N(C(=O)CNC(=O)c2ccco2)C(C(=O)NCC2CCCO2)c2ccccc2)cc1 (centres undefined)	15	3	-11	-0.2	-14	-13	2	-10
CC1CCN(CCOc2cc(Cl)ccc2Cl)CC1	-8	0	3	-0.4	-2	-17	-40	17
Cc1ccc(S(=O)(=O)N2CCCC(C(=O)N(Cc3cccs3)C3CC3)C2)cc1 (centres undefined)	40	-2	-6	0.9	31	31	33	4
COc1ccc(OCCC(=O)Nc2nccs2)cc1	6	-3	-2	-1.5	14	-1	-5	11
COc1cc([C@@H]2[C@H]3CNCC=C3C(C#N)=C(N)C2(C#N)C#N)ccc1OC(C)C	11	-5	-4	-0.8	-26	3	9	27
Cc1[nH]n(C(N)=S)c(=O)c1N=Nc1cc(C(F)(F)F)ccc1Cl	21	5	12	0.7	-3	34	21	-1
CC(C)(C)CN1C(=O)C(=O)NC[C@H]1Cc1cccc2ccccc12	18	0	22	-1.3	18	-14	11	16
CC(C)(C)S(=O)(=O)/C(C#N)=C/c1sccc1C1OCCO1	4	3	-1	-0.3	-7	3	23	-7
O=C(CN1N=C(c2ccccc2)CCC1=O)NCCN1CCc2ccccc2C1	5	-1	11	0.6	12	-7	0	19
O=C(CNS(=O)(=O)c1cccs1)N1CCCCC1	1	0	-6	2.0	-18	-13	1	0
O=C(CSc1nnc(-c2cccnc2)n1-c1ccccc1)Nc1ccccn1	-3	-2	-10	-0.4	-6	4	12	-20
COc1ccc(CCNC(=O)COC(=O)COc2c(C)cc(C)cc2C)cc1OC	5	1	-2	0.3	2	13	-3	11
Brc1ccc(CN2CCN(c3ccccn3)CC2)s1	7	-1	-2	-0.8	10	-3	9	8
CC(=O)Nc1ccc(S(=O)(=O)N2CCc3cc4c(cc3C2)OCCCO4)cc1	4	-2	11	0.2	3	12	3	-55
CCc1nnc(NC(=O)CSc2nnc(CNC(=O)c3ccccc3F)n2C)s1	4	1	14	1.6	4	6	-9	4
CN(C(=O)CC1C(=O)NCCN1CC1CCCCC1)C1CCOCC1 (centres undefined)	6	-3	0	-1.6	11	0	3	2
CCCCNC1c2ccccc2C(=O)N1Cc1ccccc1 (centres undefined)	16	0	4	-2.3	4	-4	13	9
CC(C)C(=O)Nc1nc(-c2ccc([N+](=O)[O-])cc2)cs1	-4	-3	-18	4.9	-30	-9	-16	-57
CCc1ccc(C(=O)CN2C(=O)NC3(CCOc4ccccc43)C2=O)s1 (centres undefined)	10	0	-12	-0.2	-5	-8	-27	2
Cc1ccc(C)c(NC(=O)Cc2csc(-c3ccccc3)n2)c1	8	-3	7	-0.8	22	-9	-2	21
Brc1c(CSc2nc3ccccc3s2)nc2ncccn12	38	6	-78	5.5	-47	-13	-25	-140
Cc1ccc(S(=O)(=O)n2nc(C)c(C#N)c2N)cc1	0	-2	-7	-1.5	-20	8	8	7
O=C(/C=C/c1ccc(-c2cccc([N+](=O)[O-])c2)o1)N1CCOCC1	7	4	-55	5.9	-18	2	23	-66
COc1ccc(N(CC(=O)Nc2ccccc2OC)S(=O)(=O)c2ccc(OC)c(OC)c2)cc1	19	-6	-2	-1.2	14	7	23	20
O=C(NCCN1CCN(Cc2ccccc2)CC1)c1cc2c(=O)[nH]c3ccccc3c2s1	-7	1	17	0.8	47	-1	-2	12
Cc1nc2c3cc(F)ccc3n(CCN3CCCCC3)c2s1	9	2	44	0.6	56*	18	17	-4
Cc1ccc(-c2cc(C(=O)Nc3ccc(S(=O)(=O)Nc4cc(C)on4)cc3)c3ccccc3n2)c(C)c1	20	-4	10	-1.8	12	7	14	26
Nc1ncnc2oc(-c3ccco3)c(-c3ccco3)c12	10	-1	4	0.6	52*	-6	9	-2
CN(C(=O)COC(=O)CNC(=O)c1ccc(Cl)cc1Cl)c1ccccc1	16	1	12	0.3	5	-10	0	8
CCc1ccc(OCCNC(=O)c2ccc(S(=O)(=O)N(C)C)cc2)cc1	9	-2	-6	-1.1	-14	-1	14	6

Some of the entries so far, with two lines to a compound.
Values in the order – tim23-1 inh | XBP1 UPR activ | Jurkat NFkB inh | UPR CHOP act | Mdm2-MdmX inh | TIM10 inh | tim10-1 inh | 697 NFkB inh
CCc1ccc(C(=O)CN2C(=O)NC3(CCOc4ccccc43)C2=O)s1 (centres undefined)
→ 10 | 0 | -12 | -0.2 | -5 | -8 | -27 | 2
Cc1ccc(C)c(NC(=O)Cc2csc(-c3ccccc3)n2)c1
→ 8 | -3 | 7 | -0.8 | 22 | -9 | -2 | 21
Brc1c(CSc2nc3ccccc3s2)nc2ncccn12
→ 38 | 6 | -78 | 5.5 | -47 | -13 | -25 | -140
Cc1ccc(S(=O)(=O)n2nc(C)c(C#N)c2N)cc1
→ 0 | -2 | -7 | -1.5 | -20 | 8 | 8 | 7
O=C(/C=C/c1ccc(-c2cccc([N+](=O)[O-])c2)o1)N1CCOCC1
→ 7 | 4 | -55 | 5.9 | -18 | 2 | 23 | -66
COc1ccc(N(CC(=O)Nc2ccccc2OC)S(=O)(=O)c2ccc(OC)c(OC)c2)cc1
→ 19 | -6 | -2 | -1.2 | 14 | 7 | 23 | 20

Going on with the list.
SMILES	tim23-1 inh	XBP1 UPR activ	Jurkat NFkB inh	UPR CHOP act	Mdm2-MdmX inh	TIM10 inh	tim10-1 inh	697 NFkB inh
NC(=O)OCC(COC(N)=O)c1ccccc1	13	-7	-2	0.7	0	5	-19	0
COc1ccc(CCNC(=O)C2CCCN(c3ncnc4c3nc3n4CCCCC3)C2)c(OC)c1 (centres undefined)	20	-3	-1	4.3	30	13	17	-10
Cc1oc(CC(C)C)cc1C(=O)Nc1ccc(C(=O)O)cc1	-2	5	6	2.8	24	-17	10	-45
COc1ccc(CCC(=O)NNC(=O)Nc2ccccc2Cl)cc1	-2	-3	4	1.6	3	-5	-16	-6
COc1cc(C2CC(=O)Oc3c(C(CCN4CCOCC4)c4ccc(N(C)C)cc4)c(OC)cc(OC)c32)cc(OC)c1OC (centres undefined)	-4	3	13	-1.4	31	11	-13	29
CCCCCCn1c(CN2CCCCC2CC)nc2c1c(=O)n(C)c(=O)n2C (centres undefined)	27	-5	14	4.0	-6	4	18	-32
COc1ccc(CCNC(=O)C(NS(=O)(=O)c2ccc3c(c2)CCN3C(C)=O)C(C)C)cc1OC (centres undefined)	-10	-5	-4	3.2	-23	7	2	-5
Cc1cccc(OCCn2ccnc2)c1C	-24	-7	-3	0.9	10	-10	-17	-22
CCOC(=O)C1(C)C=C(Nc2ccccc2)C(=O)N1c1ccccc1 (centres undefined)	10	-3	-27	2.2	-36	9	23	1
CC(=O)N1CCN(c2ccc(OC[C@H]3CO[C@](Cn4ccnc4)(c4ccc(Cl)cc4Cl)O3)cc2)CC1	-223	-5	8	-0.9	-21	-149	-152	-34
CC(C)Cn1cnc2c1c(=O)n(CC(=O)Nc1ccc3c(c1)OCO3)c(=O)n2Cc1ccccc1	-7	0	-1	0.9	8	-18	22	4
CC(C)c1nc(SCC(=O)c2ccccc2)c2c(=O)n(C)c(=O)n(C)c2n1	-8	-2	-6	6.1	24	-7	-18	6
COc1ccc(CCn2c(=N)c(S(=O)(=O)c3ccc(C)cc3)cc3c(=O)n4ccccc4nc32)cc1	21	0	9	-0.9	28	0	23	-43
CCOc1ccc(NC(=O)CSc2nc(=O)n(CCCN3CCOCC3)c3c2CCC3)cc1	15	2	-3	3.1	34	2	4	4
COc1ccc(-c2cc(C(F)F)n3ncc(C(=O)n4ccnc4C)c3n2)cc1	33	-4	0	131*	37	18	32	32
CCOc1ccc(NC(=O)CN(C)C(=O)c2n[nH]c(=O)c3ccccc23)cc1OCC	-12	-1	-5	1.2	7	8	-2	17
COc1ccc(Oc2ncnc3c2ncn3Cc2ccccc2)cc1	17	-1	-18	1.1	1	-3	13	-39
O=C(N/N=C/c1c[nH]c2ccccc12)c1ccc(O)c(O)c1	8	-1	-4	-2.5	7	-15	5	-8
O=C(NCc1cccc(CNC(=O)Nc2cccc(O)c2)c1)Nc1cccc(O)c1	4	-1	25	0.2	42	7	-3	6
CCOC(=O)C1CCN(C(=O)C2CCN(S(=O)(=O)c3cc(Cl)ccc3Cl)CC2)CC1	2	-1	15	-1.9	23	-6	13	5
CN(C)CCCN(C(=O)c1ccc(N2C(=O)CCC2=O)cc1)c1nc2c(F)cccc2s1	6	4	3	1.6	-3	-36	-10	9
COc1ccc(CCNC(=O)c2ccc3nc[nH]c3c2)cc1	-22	0	10	1.6	24	-8	-21	3
COc1cccc(N(CC(=O)NCCSCc2ccc(C)cc2)S(C)(=O)=O)c1	6	-6	7	-0.3	16	-5	2	1
Cc1ccccc1NC(=O)COC(=O)c1cc(=O)c2ccccc2o1	18	0	-15	-0.1	-19	6	7	-22
O=C(CC1C(=O)NCCN1Cc1ccccc1)NCCN1CCCCC1=O (centres undefined)	11	-7	-6	1.9	-4	5	6	11
COCCNC(=O)c1nc2ccccc2s1	10	1	-36	4.5	-17	4	-15	-61
COc1ccc(NC(=S)NCC(c2ccco2)N2CCCC2)cc1 (centres undefined)	-7	-1	3	1.8	12	-2	-7	6
CCCc1cc(=O)oc2cc(C)cc(OCC(=O)Nc3cccnc3)c12	-6	-3	0	-2.3	17	-13	4	7
CC1CCN(C(=O)CSCc2ccc(Cl)cc2)CC1	23	0	-86	3.9	-26	-4	17	-64
N=C1/C(=C/c2ccc(-c3cccc(C(=O)O)c3)o2)C(=O)N=C2SC(CC(=O)N3CCOCC3)=NN12	8	0	2	0.9	11	21	-15	-20
CCC(C)N(C(=O)COC(=O)c1ccccc1SCC(=O)N1CCCC1)C1CCS(=O)(=O)C1 (centres undefined)	4	-1	-7	0.7	18	7	-17	-24
COc1ccc(CN2CCN(CCc3ccccc3)C(CCO)C2)c(Cl)c1OC (centres undefined)	-1	-2	6	0.2	6	6	12	9
CCOC(=O)CCC(NC(=O)CCCCCCCC(=O)NC(CCC(=O)OCC)C(=O)OCC)C(=O)OCC (centres undefined)	12	-1	-1	1.3	10	1	3	11
N#Cc1ccsc1NC(=O)CSc1nncs1	11	-1	-73	0.8	-19	-3	4	-66
CC(C)(O)C(O)COc1c2ccoc2cc2oc(=O)ccc12 (centres undefined)	13	0	6	-0.5	22	0	11	-3
CCNc1ccc(C(=O)OC(C(=O)NC(N)=O)C(C)C)cc1[N+](=O)[O-] (centres undefined)	12	3	7	0.3	-2	3	17	1
C/C(CC(=O)NCc1ccco1)=N\NC(=O)COc1ccc(Cl)cc1Cl	12	3	3	0.4	7	4	7	0
CC(C)Cn1c(N)c(C(=O)COC(=O)c2cc(-c3ccccc3)nc3ccccc23)c(=O)n(C)c1=O	16	3	2	3.3	28	10	6	-37
COc1ccc(NC(=O)c2cccc(S(=O)(=O)N3CCCCCC3)c2)cc1	-1	0	12	-0.7	19	25	14	9
Cc1cc(C)cc(NC(=O)COC(=O)c2ccc(CN3CCCC3=O)cc2)c1	15	0	-4	-1.0	-15	13	16	-13
CC(C)(C)c1nnc2sc(SCCN3C(=O)c4ccccc4C3=O)nn2c1=O	-13	1	-3	1.1	-17	-12	-1	6
Cc1c(C(=O)N(C)c2ccccc2)oc2c1C(O)CC(C)(C)C2 (centres undefined)	11	-4	0	-1.8	4	7	18	4
Cn1nnnc1SCC(=O)NCC(=O)c1ccccc1	1	-1	10	2.4	11	3	7	11
Cc1nc(-c2ccccc2)sc1C1(C)CC(c2ccc(C#N)cc2)=NO1 (centres undefined)	3	5	-7	1.3	11	-4	6	6
